FEN1 inhibitor = qHTS Assay for the Inhibitors of Human Flap endonuclease 1 (FEN1). P39748. Recombinant FEN1 flap cleavage, fluorescence, 15 min. Potency, µM (series often up to 114 µM), inactives show at the top dose activity change, negative = inhibition, actives largely listed as inhibitors. actives 0.35% (n = 390,000). AID 588795, 2011; further: nearly all actives have a fitted effect of over 65% in size
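Potency values derive from four-parameter Hill fits of normalized qHTS data. The reaction used 10 nM FEN1 preincubated 15 min at room temperature with compound, then 50 nM DNA substrate, read at 0 and 15 min.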
KAT2A inh = qHTS Assay for Inhibitors of GCN5L2; AID 504327, 2011; actives 0.21% (n = 390,000); Potency, µM (titrated, usually from 58.9 µM), for inactives: at the top dose activity change, negative = inhibition, hits mostly inhibitors; GCN5L2 HAT assay, ThioGlo1 CoA-SH fluorescence; Histone acetyltransferase KAT2A (Homo sapiens), Q92830
Target sequence (Q92830 whole entry, looked up): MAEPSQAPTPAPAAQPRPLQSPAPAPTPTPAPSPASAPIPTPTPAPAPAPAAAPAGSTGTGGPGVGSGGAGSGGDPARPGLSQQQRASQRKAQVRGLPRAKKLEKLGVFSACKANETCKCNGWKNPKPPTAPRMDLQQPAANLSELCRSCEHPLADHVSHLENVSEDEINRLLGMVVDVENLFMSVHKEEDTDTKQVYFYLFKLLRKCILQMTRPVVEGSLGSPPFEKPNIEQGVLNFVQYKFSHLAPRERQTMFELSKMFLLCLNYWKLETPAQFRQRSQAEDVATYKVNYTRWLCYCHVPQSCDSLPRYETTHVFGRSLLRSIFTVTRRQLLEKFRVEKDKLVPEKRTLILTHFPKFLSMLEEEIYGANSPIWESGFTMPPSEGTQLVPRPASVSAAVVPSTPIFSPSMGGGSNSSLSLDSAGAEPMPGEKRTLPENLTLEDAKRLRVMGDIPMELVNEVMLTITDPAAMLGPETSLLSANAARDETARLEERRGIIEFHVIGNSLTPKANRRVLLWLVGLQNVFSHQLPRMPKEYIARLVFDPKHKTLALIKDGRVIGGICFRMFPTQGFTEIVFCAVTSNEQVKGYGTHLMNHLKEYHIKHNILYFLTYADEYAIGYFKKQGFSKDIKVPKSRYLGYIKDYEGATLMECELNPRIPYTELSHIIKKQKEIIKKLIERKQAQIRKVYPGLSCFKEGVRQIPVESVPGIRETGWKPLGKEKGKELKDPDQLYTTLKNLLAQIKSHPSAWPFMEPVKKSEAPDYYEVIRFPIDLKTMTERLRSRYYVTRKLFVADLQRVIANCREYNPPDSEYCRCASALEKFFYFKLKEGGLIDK
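ThioGlo1-coupled HAT assay: 20nM GCN5L2, 70uM acetyl-CoA, 75uM H3(1-25) peptide, pH 7.5. Fluorescence read at 340/540nm at start and after 20 min at room temperature.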
N370S GC mod = qHTS Assay for Inhibitors and Activators of N370S glucocerebrosidase as a Potential Chaperone Treatment of Gaucher Disease; Lysosomal acid glucosylceramidase (Homo sapiens), P04062; N370S GC spleen homogenate, 4MU-glucoside fluorescence; Potency, µM (series often up to 59.4 µM), inactives show top-dose activity change, negative = inhibition, most hits filed as inhibitors; actives 0.092% (n = 330,000); AID 2101, 2009;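 further: 0% = full enzyme activity and -100% = no enzyme basal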
The depositor's hits bear a star; & = joins results of further samples; [ ] = remark or other dose. The call rests on the fitted dose curve; in most records, active means well fitted curve in the direction sought with a large enough effect; inconclusive means small, poorly fitted or top-dose-only effect, or another doubt; inactive means no such curve, though single readings can be large; an effect the other way counts as inactive or inconclusive. Unless noted, on the % scale 0 is the no-effect control and ±100 the full control effect; potency means the concentration at half of the fitted maximal effect.

CC(C(=O)Nc1ccc(F)cc1Cl)N1CCN(S(=O)(=O)c2cccs2)CC1 (centres undefined) was read as FEN1 inhibitor 0% and KAT2A inh -5%.
`CC(=O)n1nc(-c2ccc(C)cc2)nc1NCc1ccc(F)cc1` gave FEN1 inhibitor -14%, KAT2A inh -11% and N370S GC mod 6%.
Screening COc1ccc([C@H](C)NC[C@H](O)c2ccc(O)c(NC=O)c2)cc1 returned FEN1 inhibitor 5%, KAT2A inh -2% and N370S GC mod -3%.
`Cc1ccc(S(=O)(=O)N(CC(=O)N/N=C/c2cccc3c2OCCO3)c2ccccc2F)cc1` gave FEN1 inhibitor 15%, KAT2A inh -22% and N370S GC mod inconclusive.
Screening CS(=O)(=O)c1ccc(C(=O)NC2CCOC2=O)cc1 (centres undefined) returned FEN1 inhibitor 0%, KAT2A inh -2% and N370S GC mod -8%.
Cc1ccc(C(=O)CCC(=O)NC2=NCCS2)cc1 was read as FEN1 inhibitor 5% and KAT2A inh 1%.
Screening O=C1OCCN1C(=O)[C@H]1[C@H](c2ccc([N+](=O)[O-])cc2)C(c2ccccc2)=NN1c1ccc(Br)cc1 returned FEN1 inhibitor 7%, KAT2A inh -18%&-4% and N370S GC mod 2%.
Screening O=C(NCCO)C(=O)NCC(c1ccc2c(c1)OCO2)N1CCOCC1 (centres undefined) returned FEN1 inhibitor 9% and KAT2A inh 4%.
For COc1cccc(-n2c(=O)n(Cc3ccccc3)c(=O)c3[nH]cnc32)c1C the results were FEN1 inhibitor 17%, KAT2A inh 14% and N370S GC mod 6%.
Nc1cc(C(=O)OCC(=O)N2CCCC2)ccc1Cl was read as FEN1 inhibitor 10%, KAT2A inh -9% and N370S GC mod 1%.
For CC(=O)Nc1c(O)nc(SC/C=C/CSc2nc(O)c(NC(C)=O)c(=O)[nH]2)[nH]c1=O the results were FEN1 inhibitor -3%, KAT2A inh -3% and N370S GC mod -3%.
For CC(=O)c1cccc(NC(=O)CN2C(=O)COc3ccc(S(=O)(=O)N4CCOCC4)cc32)c1 the results were FEN1 inhibitor 0%, KAT2A inh -3% and N370S GC mod 3%.
For CCOc1ccc(C(=O)N2CCN(c3cccc(Cl)c3)CC2)cc1 the results were FEN1 inhibitor -5%, KAT2A inh -1% and N370S GC mod 5%.
Screening CC(=O)c1c(C)[nH]c(C(=O)NCCc2cccc(C)c2)c1C returned FEN1 inhibitor 13%, KAT2A inh -7% and N370S GC mod 16%.
`COc1cccc(NC(=O)N2CCC(n3nnc4ccccc43)CC2)c1` gave FEN1 inhibitor -5%, KAT2A inh -2% and N370S GC mod -13%.
Nn1c(SCC(=O)Nc2nccs2)nnc1-c1cccnc1 was read as FEN1 inhibitor 19% and KAT2A inh -3%.
COc1ccc(S(=O)(=O)Nc2cc(C)ccn2)cc1 was read as FEN1 inhibitor 2%, KAT2A inh 4% and N370S GC mod -2%.
For COc1ccc(NS(=O)(=O)c2cc(NC(=O)CNC(=O)c3ccc(C)s3)ccc2Cl)cc1 the results were FEN1 inhibitor -12%, KAT2A inh -4% and N370S GC mod -25%.
Screening CC(=O)N=C1C=CC(=CN(O)C(C)(C)Cc2ccccc2)C=C1 returned FEN1 inhibitor -17%, KAT2A inh -3% and N370S GC mod -12%.
`CN(CC1CCCN(CCc2cccc(C(F)(F)F)c2)C1)C(=O)c1ccc2nc[nH]c2c1` (centres undefined) gave FEN1 inhibitor 3%, KAT2A inh -10% and N370S GC mod -3%.
For CC(=O)Nc1nc(-c2ccc(Cl)cc2)nc(C)c1C(C)=O the results were FEN1 inhibitor 6%, KAT2A inh -3% and N370S GC mod -2%.
`CC(=O)C1=C(O)C(=O)N(c2cccnc2)C1c1cccc([N+](=O)[O-])c1` (centres undefined) gave FEN1 inhibitor -17%, KAT2A inh 0% and N370S GC mod -6%.
Screening O=C1CCCN1CCCNC(=S)Nc1ccc(F)c(Cl)c1 returned FEN1 inhibitor 4%, KAT2A inh 8% and N370S GC mod 20%.
Screening Nc1nc2c([nH]c(=S)n2C2OC(CO)C(O)C2O)c(=O)[nH]1 (centres undefined) returned KAT2A inh -5% and N370S GC mod 4%.
Screening COc1ccc(S(=O)(=O)NCc2cccnc2)c2ccccc12 returned FEN1 inhibitor 2%, KAT2A inh -4% and N370S GC mod 3%.
For CC(=O)N1CCN(C(=O)CC2OC(=O)c3ccccc32)CC1 (centres undefined) the results were FEN1 inhibitor 17%, KAT2A inh -6% and N370S GC mod -3%.
Cc1cc(C)n2nc(C(=O)Nc3cc(S(=O)(=O)N4CCCCC4)ccc3C)nc2n1 was read as FEN1 inhibitor -17% and KAT2A inh -2%.
`CC1CCC(NC(=O)c2cc(Cl)nc3ccccc23)CC1` (centres undefined) gave FEN1 inhibitor 3% and KAT2A inh -7%.
COc1cccc(C(=O)CC(C#N)c2ccc(F)cc2)c1 (centres undefined) was read as FEN1 inhibitor -2%, KAT2A inh -4% and N370S GC mod 0%.
CN1CCN(CCCNC(=O)c2cnn(-c3ccc(F)cc3)c2-n2cccc2)CC1 was read as FEN1 inhibitor -6% and KAT2A inh -1%.

Reprinted at random: two entries already listed
Screening O=C1CCCN1CCCNC(=S)Nc1ccc(F)c(Cl)c1 returned FEN1 inhibitor 4%, KAT2A inh 8% and N370S GC mod 20%.
`Cc1ccc(S(=O)(=O)N(CC(=O)N/N=C/c2cccc3c2OCCO3)c2ccccc2F)cc1` gave FEN1 inhibitor 15%, KAT2A inh -22% and N370S GC mod inconclusive.

Gathered by group: the compounds so far containing two or more sulfur atoms.
CC(C(=O)Nc1ccc(F)cc1Cl)N1CCN(S(=O)(=O)c2cccs2)CC1 (centres undefined) was read as FEN1 inhibitor 0% and KAT2A inh -5%.
For CC(=O)Nc1c(O)nc(SC/C=C/CSc2nc(O)c(NC(C)=O)c(=O)[nH]2)[nH]c1=O the results were FEN1 inhibitor -3%, KAT2A inh -3% and N370S GC mod -3%.
Nn1c(SCC(=O)Nc2nccs2)nnc1-c1cccnc1 was read as FEN1 inhibitor 19% and KAT2A inh -3%.
For COc1ccc(NS(=O)(=O)c2cc(NC(=O)CNC(=O)c3ccc(C)s3)ccc2Cl)cc1 the results were FEN1 inhibitor -12%, KAT2A inh -4% and N370S GC mod -25%.

Continuation:
`COc1ccccc1-c1cc(C(F)(F)F)nc(N2CCCCC2)n1` gave FEN1 inhibitor 0%, KAT2A inh -5% and N370S GC mod -13%.
Screening Cc1cc(C)c2oc(-c3ccc(C)c(NC(=O)/C=C/c4ccco4)c3)nc2c1 returned FEN1 inhibitor inconclusive and KAT2A inh -21%.
Screening Cc1cc(C(=O)N2CCN(S(=O)(=O)c3ccccc3F)CC2)c(C)o1 returned FEN1 inhibitor -1%, KAT2A inh -6% and N370S GC mod 0%.
Cc1ccccc1NC1=C(Cl)C(=O)OC1OC(=O)c1ccccc1C (centres undefined) was read as FEN1 inhibitor -16%, KAT2A inh -19% and N370S GC mod 5%.
COc1ccccc1OCC(=O)n1cc(C(=O)c2cc(Cl)cc(Cl)c2O)cn1 was read as FEN1 inhibitor 0%, KAT2A inh 0% and N370S GC mod 2%.
For O=C(c1ccc2c(=O)n(Cc3ccccc3Cl)c(=S)[nH]c2c1)N1CCCC1 the results were FEN1 inhibitor -2%, KAT2A inh -1% and N370S GC mod 2%.
Cc1ccccc1OCC(=O)Nc1ccc2[nH]ncc2c1 was read as FEN1 inhibitor 0%, KAT2A inh -13% and N370S GC mod 4%.
For CCOC(=O)N1CCC(NC(=O)c2cc3sccc3n2CC)CC1 the results were FEN1 inhibitor -2%, KAT2A inh -2% and N370S GC mod -10%.
Screening O=C1C(Cc2cccc([N+](=O)[O-])c2)SC(=Nc2ccccc2)N1c1ccccc1 (centres undefined) returned FEN1 inhibitor 45%, KAT2A inh -8% and N370S GC mod -11%.
CCc1cccc(NC(=O)Nc2ccc3c(c2)N(C)C(=O)c2ccccc2S3)c1 was read as FEN1 inhibitor -12% and KAT2A inh -3%.
Screening CC(=O)c1ccc(NS(=O)(=O)c2ccc(-c3cc(C)no3)s2)cc1 returned FEN1 inhibitor -14% and KAT2A inh 12%.
Screening CCn1c(CNc2nc(-c3ccccc3)cs2)nnc1SCC(=O)NCc1ccco1 returned FEN1 inhibitor -4%, KAT2A inh -9% and N370S GC mod -18%.
For O=c1cc(N2CCCCC2)c2ccccc2o1 the results were FEN1 inhibitor -3%, KAT2A inh 3% and N370S GC mod 7%.
For CS(=O)(=O)N1CCN(C(=O)c2ccc3c(c2)OCCO3)CC1 the results were FEN1 inhibitor -3%, KAT2A inh -7% and N370S GC mod -9%.
CN1/C(=C\C(=O)C[n+]2ccc3ccccc3c2)C(C)(C)c2ccccc21 was read as FEN1 inhibitor 3%, KAT2A inh 1% and N370S GC mod -23%.
Screening CCOC(=O)N/N=C(C)/C=C/c1ccco1 returned FEN1 inhibitor 0%, KAT2A inh -2% and N370S GC mod 10%.
`CC1=C(c2cccc(Cl)c2)S(=O)(=O)NC1=NCc1ccccc1C` gave FEN1 inhibitor 3% and KAT2A inh -3%.
For CCC(=O)N1CCc2cc(Br)cc(S(=O)(=O)CCC(=O)NCCOC)c21 the results were FEN1 inhibitor 3%, KAT2A inh 0% and N370S GC mod 2%.
`OCC1(CCc2ccccc2)CCN(Cc2cc(F)ccc2-n2cccn2)CC1` gave FEN1 inhibitor -18%, KAT2A inh 4% and N370S GC mod 3%.
For CC(OC(=O)c1ccc(CN2CCCC2=O)cc1)C(=O)Nc1ccc(Cl)cc1 (centres undefined) the results were FEN1 inhibitor 0% and KAT2A inh -1%.
`O=C(CCN(CCO)Cc1ccccc1)Nc1ccc(Br)cc1` gave FEN1 inhibitor -13%, KAT2A inh -6% and N370S GC mod -16%.
COc1ccccc1N1C(=O)c2cccc3c(C(=O)O)ccc(c23)C1=O was read as FEN1 inhibitor 1%, KAT2A inh -9%[0.501 µM] and N370S GC mod 0%.
`CCC(Oc1ccccc1)C(=O)N(C)CC(=O)N(CC(C)C)c1c(N)n(CC(C)C)c(=O)[nH]c1=O` (centres undefined) gave FEN1 inhibitor -4%, KAT2A inh 2% and N370S GC mod 2%.
`O=c1cc(CSc2nnc(NC3CCCCC3)s2)nc2sccn12` gave FEN1 inhibitor 5%, KAT2A inh 1% and N370S GC mod -19%.
For Cn1c(=O)c2sccc2n2c(CCCC(=O)Nc3ccc(Oc4ccc(Cl)cc4)cc3)nnc12 the results were FEN1 inhibitor inconclusive and KAT2A inh -15%.
Screening CCOc1ccccc1NC(=O)Cn1nnc(C(=O)Nc2ccccc2Cl)c1N returned FEN1 inhibitor 9%, KAT2A inh 5% and N370S GC mod -1%.
`COc1ccc(CCC(=O)N2CCc3c([nH]c4ccccc34)C2c2ccc(F)cc2)cc1` (centres undefined) gave FEN1 inhibitor 7% and KAT2A inh -8%.
`COCCCn1c(C)cc(C(=O)COC(=O)CCc2nc3ccccc3c(=O)[nH]2)c1C` gave FEN1 inhibitor -1%, KAT2A inh 13% and N370S GC mod -7%.
Screening COc1ccc(CC(=O)Nc2ccc(/C(C)=N/NC(=O)c3ccc(OC)cc3OC)cc2)cc1 returned FEN1 inhibitor 18%, KAT2A inh -8% and N370S GC mod 1%.
`CC1CN(/C(=N\S(=O)(=O)c2ccccc2)c2ccccc2)CC(C)O1` (centres undefined) gave FEN1 inhibitor 17%, KAT2A inh -4% and N370S GC mod -1%.
CN1C(=O)c2ccc(NC(=O)c3c(F)c(F)c(F)c(F)c3F)cc2C1=O was read as FEN1 inhibitor -4%, KAT2A inh -1% and N370S GC mod -14%.
For CCOC(=O)c1c(C)[nH]c(C)c1C(=O)COC(=O)c1cc(OC)cc(OC)c1 the results were FEN1 inhibitor -14%, KAT2A inh -13% and N370S GC mod -14%.
Cc1cccc(OCCNC(=O)c2cccc(Oc3ccc(C(F)(F)F)cc3[N+](=O)[O-])c2)c1 was read as FEN1 inhibitor 5%, KAT2A inh -13% and N370S GC mod 29%.
For CCC(C)NC(=O)C1c2ccccc2C(=O)N(c2ccc(OC)cc2)C1c1ccc(OC)cc1 (centres undefined) the results were FEN1 inhibitor -11%, KAT2A inh -5% and N370S GC mod 5%.
`CCC(=O)Nc1cccc(NC(=S)NC(=O)c2ccc(Cl)cc2Cl)c1` gave FEN1 inhibitor 0%, KAT2A inh 9% and N370S GC mod 3%.
COc1ccc(C)cc1N(C(=O)c1ccco1)C(C(=O)NC1CCCC1)c1cc(OC)c(OC)c(OC)c1 (centres undefined) was read as FEN1 inhibitor 0%, KAT2A inh 0% and N370S GC mod -2%.
Cc1cc(C(=O)N/N=C/c2cccnc2)c2ccccc2n1 was read as FEN1 inhibitor -5%, KAT2A inh -1% and N370S GC mod 0%.
CSc1nc2ccccc2n1C(=O)NC1CCCCC1 was read as FEN1 inhibitor 9%, KAT2A inh -18% and N370S GC mod -2%.
Cc1ccc(S(=O)(=O)CC(=O)Nc2nnc(C(C)(C)C)s2)cc1 was read as FEN1 inhibitor 1%, KAT2A inh 0% and N370S GC mod 0%.
Screening Cc1ccc(/C=C/C(=O)N2CCN(c3ccc(F)cc3)CC2)o1 returned FEN1 inhibitor 7%, KAT2A inh 0% and N370S GC mod 23%.

Rows were taken by chance (roughly 0.54% active in at least one column).
